High-throughput results (PubChem)
Myeloid diff MLP: promotes myeloid progenitor differentiation | ER-HoxA9 myeloid progenitors, lysozyme-GFP differentiation, flow cytometry | calls only at 10 µM | 1% of 360,000 active | AID 624256;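 active = normalized GFP-positive differentiation at or above the plate's own cutoff, the solvent-only control mean plus 3 SD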;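 note: cells exposed to compound for four days before flow analysis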
GPR55 LPI antagonism: GPR55 antagonists blocking LPI-driven arrestin recruitment, primary screen, imaging, U2OS, beta-arrestin-GFP, LPI agonist (AID 2013) | U2OS GPR55 beta-arrestin-GFP translocation imaging, LPI antagonism; higher % means a stronger effect | inhibition, % at 10 µM; hits with a dose series show IC50 in µM | 0.13% of 290,000 active;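 active = spots per cell inhibited over 60%, with over 100 cells counted and total cytoplasm intensity under 500,000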;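 note: U2OS cells stably carrying GPR55 and arrestin-GFP stimulated by 5 µM LPI near EC80; imaged beta-arrestin-GFP aggregate spots per cell after agonist stimulation; plate controls were LPI-stimulated DMSO wells for no effect and DMSO wells without LPI for full effect; some results filed as inactive read as strong as hits; confirmed hits need IC50 under 10 µM and bright autofluorescent wells are also inconclusive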
LYP inhibition: inhibitors of LYP phosphatase, biochemical, fluorescence intensity, uHTS (AID 1779). recombinant LYP phosphatase, fluorescence intensity; higher % means a stronger effect. inhibition, % at 11.5 µM; hits with a dose series show IC50 in µM. 0.054% of 290,000 active; in the data active = inhibition above about 50%;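 note: plate controls were vehicle with enzyme for no effect and no enzyme for full effect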
GPR35 arrestin U2OS: GPR35 antagonists blocking zaprinast-driven arrestin recruitment, primary screen, imaging, U2OS, beta-arrestin-GFP, zaprinast agonist (AID 2058). U2OS GPR35 beta-arrestin-GFP translocation imaging, zaprinast antagonism; higher % means a stronger effect. inhibition, % at 10 µM, or IC50 in µM where a hit was titrated. 0.052% of 290,000 active;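 active = inhibition of at least 50% with at least 30 cells and total cytoplasm GFP at most 10,000,000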
PhoP inhibition: PhoP-dependent GFP reporter repression – Salmonella Typhimurium, primary screen (AID 1863); S. Typhimurium PhoP-regulated promoter GFP reporter, 4 h; higher % means a stronger effect; inhibition, % at 50 µM, or IC50 in µM where a hit was titrated; 0.16% of 300,000 active;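 active = inhibition over 29.93%, a cutoff 3 SD above the screen mean, later confirmed by dose response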;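 note: 0% = low Mg2+ inducing control and 100% = high Mg2+ repressing control; strong numbers were not always called active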
HIV peptide binding: cell-free HIV fusion peptide-binding blockers – biochemical, uHTS, fluorescence dequenching, primary screen (AID 1986) | cell-free peptide binding, fluorescence dequenching, 30 min; higher % means a stronger effect | inhibition, % at 20 µM, or IC50 in µM where a hit was titrated | 0.3% of 290,000 active; in the data active = inhibition mostly above about 52%, no sharp cut-off; inactive = mostly below about 76%; note: some results filed as inactive read as strong as hits
NTR1 agonist: NTR1-driven beta-arrestin-GFP spot formation – imaging, U2OS cells, high content, primary screen (AID 493036); P30989; agonist mode; 0.17% of 330,000 active; activation, % at 20 µM;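 active = activation at or above 40% of the spot to cytoplasm intensity ratio, with at least 20 cells analyzed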;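 note: 0% = DMSO without peptide and 100% = 100 nM NTR1 peptide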
Target sequence (P30989 whole entry, looked up): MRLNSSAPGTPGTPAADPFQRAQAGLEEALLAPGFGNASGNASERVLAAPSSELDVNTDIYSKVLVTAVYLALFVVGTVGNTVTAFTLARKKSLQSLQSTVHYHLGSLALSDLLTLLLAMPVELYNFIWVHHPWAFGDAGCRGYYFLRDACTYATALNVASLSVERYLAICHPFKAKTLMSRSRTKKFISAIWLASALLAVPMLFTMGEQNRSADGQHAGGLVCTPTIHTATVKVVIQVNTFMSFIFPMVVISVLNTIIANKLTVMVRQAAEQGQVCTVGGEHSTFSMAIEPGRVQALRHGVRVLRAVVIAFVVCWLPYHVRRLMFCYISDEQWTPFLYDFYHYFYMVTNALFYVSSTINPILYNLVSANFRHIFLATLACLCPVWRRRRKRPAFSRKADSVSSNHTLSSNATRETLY
Siah-1 displacement: blockers of Siah-1 interaction with plectin peptide – biochemical, fluorescence polarization, rhodamine-plectin, uHTS, primary screen (AID 1817); Siah-1 / rhodamine-plectin peptide fluorescence polarization; higher % means a stronger effect; 0.02% of 290,000 active; displacement, % at 20 µM; hits with a dose series show IC50 in µM;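 active = displacement of at least 50% at 20 µM, with a fluorescence ratio check between 0.3 and a set limit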;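 note: plate controls were Siah plus tracer with DMSO for no effect and tracer alone without Siah for full effect; strong numbers were not always called active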
MgcRacGAP inhibition: MgcRacGAP GTPase-activating activity inhibitors, confirmation, biochemical, ADP Hunter fluorescence; MgcRacGAP-stimulated Rac1 GTP hydrolysis, ADP Hunter fluorescence; higher % means a stronger effect; GST-tagged Rac1 F28L mutant substrate; inhibition, % at 30 µM; hits with a dose series show IC50 in µM; 0.6% of 340,000 active;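 active = first-screen hits whose inhibition reached a set limit at any dose in the follow-up dose series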;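 note: fluorescence reports GDP produced by GAP-driven GTP hydrolysis; strong numbers were not always called active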
NTR1 agonist cell count 20 µM: recorded beside NTR1 agonist, whose call it bears; cell count; measured here: cell count, cytotoxicity flag
Myeloid diff MLP GFP+ MAC1+ %: also measured in Myeloid diff MLP; calls as there; GFP+ MAC1+ double positive, %; measured here: differentiation confirmed by MAC1 staining
The depositor's hits bear a star; i = inactive; / = not tested or not shown.

Below each compound – GPR35 arrestin U2OS	LYP inhibition	PhoP inhibition	NTR1 agonist	Myeloid diff MLP	NTR1 agonist cell count 20 µM	GPR55 LPI antagonism	Siah-1 displacement	HIV peptide binding	MgcRacGAP inhibition	Myeloid diff MLP GFP+ MAC1+ %
> Cc1ccc(N=Nc2ccc(N)cc2C)c(S(N)(=O)=O)c1
 : 9.9%	-2.9%	1.3%	0.3	i	87	12.7%	2.5%	-0.3%	13.8%	0.4
> COc1cc(OC)cc(C(=O)NCC(=O)OCC(=O)NC(C)(C)C)c1
 : 10.7%	-6.9%	-5.3%	2.1	i	50	-5.2%	-3.2%	-0.7%	-6.2%	0.5
> CCOc1ccc(NS(=O)(=O)c2c(C(=O)N3CCCCCC3)c(C)n(C)c2C)cc1
 : 11.5%	-7.2%	0.5%	-0.6	i	57	-1.2%	10.6%	0.2%	-4.5%	3.9
> CC(C)CC(NC(=O)c1ccc(Cl)cc1)C(=O)OCc1cc([N+](=O)[O-])cc2c1OCOC2 (configuration not stated)
 : 0.4%	1.0%	9.0%	3.9	i	50	16.7%	-5.2%	0.2%	6.9%	0.5
> N#C/C(=C\c1cccnc1)c1ccccn1
 : 2.0%	-3.0%	4.7%	1.5	i	103	1.4%	-5.0%	1.5%	7.8%	0.4
> O=C(NC1CCC(NC(=O)C2CCCO2)CC1)C1CCCO1 (configuration not stated)
 : 22.3%	-1.1%	-2.7%	/	/	/	-8.1%	-1.7%	-2.1%	/	/
> Cc1cc(-c2nnc3n2N=C(c2ccccc2Br)CS3)n[nH]1
 : -11.6%	2.6%	-6.6%	1.1	i	40	6.5%	-1.4%	-0.2%	8.5%	0.3
> Cc1ccc(CN2C(=O)C3CCCN3c3ccc(S(=O)(=O)N4CCOCC4)cc32)cc1 (configuration not stated)
 : 1.3%	-4.5%	10.3%	-1.1	/	89	17.2%	-0.3%	0.2%	/	/
> COc1ccc(NC(=O)c2cccc(N3C(=O)C4C5C=CC(C5)C4C3=O)c2)cc1 (configuration not stated)
 : -2.1%	-12.6%	-1.4%	-0.4	i	59	-0.4%	8.4%	2.8%	8.1%	0.8
> Cc1cc(C)nc(NC(=O)CN2C(=O)c3ccccc3C2=O)n1
 : 6.1%	-11.8%	-1.2%	1.6	i	86	2.3%	4.0%	2.1%	2.7%	3.0
> COC(=O)c1cc(Br)c(=O)n(Cc2ccc(C(=O)O)cc2)c1
 : 7.6%	-4.0%	-6.4%	-2.1	i	36	13.6%	1.1%	3.2%	10.2%	0.9
> CCOC(=O)N=Nc1c(O)n(CC)c2ccccc12
 : 1.0%	-6.3%	9.6%	0.7	i	57	14.9%	15.8%	0.8%	5.9%	1.1
> CN1C(C(=O)NCc2ccccc2)CC2Cn3c(nc4cc5ccccc5cc43)C21 (configuration not stated)
 : 3.9%	-9.3%	-4.6%	4.1	i	81	14.1%	16.0%	-0.3%	12.9%	0.4
> Cc1ccc(NC(=O)C(OC(=O)c2cc(C)oc2C)c2ccccc2)cc1 (configuration not stated)
 : -1.8%	3.9%	1.7%	0.9	i	57	16.7%	-1.5%	1.7%	9.7%	0.3
> COc1cccc(CN2CC(C(=O)NCCCc3ccc(C)cc3)CCC2=O)c1 (configuration not stated)
 : -4.4%	-8.9%	3.2%	0.3	i	55	4.6%	-1.1%	-1.4%	12.7%	0.0
> Cc1ccccc1N=Nc1c(O)n(C)c2ccccc12
 : 1.2%	-9.7%	0.8%	1.4	i	47	-8.8%	0.7%	2.2%	-4.0%	0.7
> O=C(COC(=O)c1cccc(Cl)c1)Nc1ccc2[nH]c(=O)[nH]c2c1
 : /	/	5.1%	1.4	i	36	/	/	/	2.6%	0.5
> Cc1cnc(C(=O)Nc2ccc(C(C)C)cc2)cn1
 : 1.8%	-0.7%	8.0%	-1.1	i	55	-6.9%	-0.7%	-0.2%	2.9%	0.7
> CC(C)CCN1C(=O)CCC1(C)C(=O)NC1CCCCCCC1 (configuration not stated)
 : 7.1%	-7.2%	2.4%	3.9	i	54	4.8%	2.4%	-1.1%	1.2%	1.2
> CC1CC(C)CN(C(=O)CCc2nnc3ccc(N4CCCCC4)nn23)C1 (configuration not stated)
 : -19.1%	-9.9%	-0.4%	-0.4	i	52	10.4%	8.3%	-1.4%	12.6%	1.9

Two of these compounds in a different format:
Cc1cc(C)nc(NC(=O)CN2C(=O)c3ccccc3C2=O)n1
  GPR35 arrestin U2OS: 6.1%	LYP inhibition: -11.8%	PhoP inhibition: -1.2%	NTR1 agonist: 1.6	Myeloid diff MLP: i	NTR1 agonist cell count 20 µM: 86	GPR55 LPI antagonism: 2.3%	Siah-1 displacement: 4.0%	HIV peptide binding: 2.1%	MgcRacGAP inhibition: 2.7%	Myeloid diff MLP GFP+ MAC1+ %: 3.0
COC(=O)c1cc(Br)c(=O)n(Cc2ccc(C(=O)O)cc2)c1
  GPR35 arrestin U2OS: 7.6%	LYP inhibition: -4.0%	PhoP inhibition: -6.4%	NTR1 agonist: -2.1	Myeloid diff MLP: i	NTR1 agonist cell count 20 µM: 36	GPR55 LPI antagonism: 13.6%	Siah-1 displacement: 1.1%	HIV peptide binding: 3.2%	MgcRacGAP inhibition: 10.2%	Myeloid diff MLP GFP+ MAC1+ %: 0.9

Next entries follow.
Below each compound – GPR35 arrestin U2OS	LYP inhibition	PhoP inhibition	NTR1 agonist	Myeloid diff MLP	NTR1 agonist cell count 20 µM	GPR55 LPI antagonism	Siah-1 displacement	HIV peptide binding	MgcRacGAP inhibition	Myeloid diff MLP GFP+ MAC1+ %
> CCOc1ccc(NC(=O)c2ccc(NC(=O)CSc3nc4ccccc4c(=O)[nH]3)cc2)cc1
 : 0.7%	3.1%	-1.9%	1.0	i	58	-23.9%	3.5%	1.4%	5.1%	0.4
> CC(=O)Nc1cccc(NC(=O)CSc2ccc3nnc(CCNC(=O)c4ccccc4)n3n2)c1
 : 4.8%	-3.8%	-8.7%	-0.6	i	67	1.0%	13.6%	1.8%	5.1%	0.5
> CCCN1CCC(NC(=S)Nc2ccc(S(N)(=O)=O)cc2)CC1
 : 10.8%	-5.1%	-14.1%	1.1	i	20	-5.4%	3.9%	0.0%	3.0%	0.7
> O=C(NCC1CCCO1)c1cccc(-n2cnnn2)c1 (configuration not stated)
 : 1.0%	-4.9%	10.2%	-1.2	i	71	0.5%	0.5%	-1.4%	5.2%	1.3
> CCOC(=O)c1sc2nc(C)nc(NCCc3ccc(S(N)(=O)=O)cc3)c2c1C
 : 2.1%	-0.3%	-1.3%	0.5	i	49	11.8%	39.9%	4.4%	10.2%	0.9
> Cc1ccc(NC(=S)NCCc2ccc(S(N)(=O)=O)cc2)cc1C
 : -2.7%	-3.9%	-15.8%	1.8	i	62	3.2%	0.0%	-0.2%	5.8%	0.3
> COc1ccc(C(CNC(=O)c2cccc(N(C)C)c2)N2CCCC2)cc1 (configuration not stated)
 : -6.8%	1.9%	-6.6%	-1.5	i	75	21.9%	0.5%	-3.5%	-0.2%	1.1
> O=C(N/N=C/c1cn(CCOc2ccccc2)c2ccccc12)c1ccncc1
 : -1.6%	-5.9%	-9.7%	3.4	i	50	2.7%	-12.5%	-2.6%	-7.4%	0.2
> COc1ccc(/C=N/NC2=NCCCCC2)c(OC)c1
 : 17.9%	-8.6%	5.4%	0.0	i	55	-18.3%	1.9%	-1.2%	4.2%	0.2
> O=C(COC(=O)c1ccc(Sc2ccccc2)c([N+](=O)[O-])c1)NC1CCCc2ccccc21 (configuration not stated)
 : 2.1%	-1.1%	-11.6%	0.0	i	66	-19.6%	-8.9%	-1.1%	1.7%	0.6
> Cc1ccc(NC(=O)c2oc3ccc(S(=O)(=O)N4CCOCC4)cc3c2C)c(C)c1
 : -4.0%	-17.6%	-11.6%	4.5	i	47	-12.4%	1.6%	-0.8%	-17.7%	0.7
> O=c1c2c3c(sc2nc2n1CCCC2)CCC3
 : 7.1%	-4.3%	-0.1%	-0.7	i	42	1.8%	0.5%	-2.1%	7.0%	7.7
> Cc1ccc(C(=O)N/N=C\c2cccs2)cn1
 : -1.2%	1.2%	-4.4%	0.8	i	90	8.2%	-2.7%	-1.0%	-7.9%	0.8
> Cc1cccc(OCCN2C(=O)C(=O)c3cccc(C)c32)c1
 : 7.2%	2.2%	-10.3%	2.2	i	68	-3.9%	5.5%	-3.8%	6.1%	0.4
> Nc1nc(N2CCCCC2)c(C=O)c(N2CCCCC2)n1
 : -3.0%	-4.4%	-4.9%	4.2	i	51	1.6%	-7.5%	0.1%	8.8%	0.0
> N#Cc1c(/N=C/c2cccs2)sc2c1CCCCC2
 : -5.1%	-1.7%	-9.6%	8.0	i	76	7.5%	-0.9%	0.3%	16.0%	0.4
> Cc1ccc(Cn2ccc(NC(=O)c3nc4ncccn4n3)n2)cc1
 : 11.4%	0.7%	-0.4%	-1.2	i	59	-2.7%	-1.7%	1.0%	9.2%	0.7
> OCC1(Cc2ccccc2)CCCN(Cc2ccc(-c3ccco3)cc2)C1 (configuration not stated)
 : 15.0%	-5.1%	1.9%	5.7	i	66	13.1%	2.2%	4.8%	3.8%	0.5
> CCOc1ccc(/C=N/NC(=O)c2cc3c(OC)cc(OC)c(OC)c3[nH]2)cc1
 : -9.5%	1.0%	2.3%	3.5	i	33	-7.4%	-0.8%	-4.1%	9.9%	0.8
> COC(=O)c1ccccc1NC(=S)NC(=O)c1ccc2ccccc2c1
 : 2.3%	-5.5%	-33.7%	1.9	i	55	6.4%	6.9%	2.7%	4.9%	0.8

Later entries:
Below each compound – GPR35 arrestin U2OS	LYP inhibition	PhoP inhibition	NTR1 agonist	Myeloid diff MLP	NTR1 agonist cell count 20 µM	GPR55 LPI antagonism	Siah-1 displacement	HIV peptide binding	MgcRacGAP inhibition	Myeloid diff MLP GFP+ MAC1+ %
> CSc1ccccc1N=CC1=C(O)CC(C)(C)CC1=O
 : 13.5%	-3.0%	11.5%	-0.1	i	54	8.8%	-1.4%	0.7%	1.1%	0.9
> COc1ccc(S(=O)(=O)N2CC3CCCN3c3cc(C(F)(F)F)ccc32)cc1 (configuration not stated)
 : -0.1%	1.2%	2.8%	0.2	i	76	24.0%	4.5%	-2.6%	1.2%	1.1
> CCOc1ccc(C2=C(C=C(C#N)C#N)C(c3ccccc3)c3ccccc3O2)cc1 (configuration not stated)
 : 7.7%	5.3%	27.7%	38.7	i	63	8.4%	9.6%	4.5%	4.4%	0.7
> O=C(/C=C/c1ccc(Cl)cc1Cl)Nc1cccc(S(=O)(=O)NC2=NCCCCC2)c1
 : -3.3%	7.2%	-12.7%	7.0	i	57	5.1%	2.7%	3.3%	5.7%	0.8
